TDP2 absorb = TDP2 (human) inhibition, absorbance primary screen; recombinant TDP2, T5PNP hydrolysis, p-nitrophenol absorbance 415 nm; inhibition, % at 12.8 µM; 370,000 tested, 0.34% active; AID 720702;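 active means inhibition above the mean of all tested compounds plus 3 SD, set per campaign, cut at about 25% in these data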;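 further: 0% = DMSO with enzyme and 100% = buffer with substrate but no TDP2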
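Evaluation: % inhibition relative to enzyme-containing and enzyme-free wells. Material: recombinant human TDP2. Benchmarks: enzyme-free and DMSO wells. Timing: enzyme reaction with compound for 2 h at 37 °C. Compound dosing: 12.8 µM only. Measured by: p-Nitrophenol epi absorbance. Reagent: T5PNP substrate at 5 mM, a TopII-DNA adduct mimic. Replication: single well per compound.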
MBD2 inh = inhibitors of human MBD2 binding to methylated oligonucleotide | TR-FRET | AID 686964 | inhibition, % at 4.4 µM | 370,000 tested, 0.31% active | Q9UBB5; in the data active means inhibition above about 13%
rCAG binder = binds r(CAG) RNA repeats; r(CAG) RNA repeat, TO-PRO-1 dye displacement fluorescence; inhibition, % at 3 µM; 370,000 tested, 1.3% active;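 active means inhibition above the plate cutoff, the mean of all test compounds on that plate plus 3 SD, cut at about 35% in these data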;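 further: 0% = DMSO alone and 100% = 100 µM mitoxantrone as full dye displacement; higher means more dye released from RNA so lower well fluorescence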
HTRA1 inhibitor = blocks human HTRA1 serine peptidase | recombinant HTRA1, FP-rhodamine activity-based probe, fluorescence polarization | inhibition, % at 5.96 µM | 340,000 tested, 0.5% active | AID 504803; in the data active means inhibition above about 36%;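 further: 0% = enzyme with DMSO and 100% = wells lacking enzyme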
LEDGF integ inh = blocks HIV-1 LEDGF/p75-dependent DNA integration. TR-FRET IN-LEDGF/p75 DNA integration, Eu/Cy5. inhibition, % at 3.7 µM. 370,000 tested, 0.64% active;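 active means inhibition above the screen-wide mean plus 3 SD, cut at about 13% in these data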;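 further: signal is the Cy5 over europium emission ratio at 671 and 618 nm; 0% = plate median of compound wells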
TCR CD3 inh = blocks the human TCR-CD3 interaction; TAMRA-labeled TCR probe fluorescence, biochemical; inhibition, % at 9.4 µM; 360,000 tested, 0.37% active; AID 651800; in the data active means inhibition above about 19%;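 further: recombinant mutant TCR 2C K166C tagged with TAMRA read by polarization; 0% = receptor in buffer alone and 100% = receptor with positive control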
mABHD4 FP = inhibits mouse alpha/beta hydrolase domain 4; purified mABHD4, FP-Rh probe fluorescence polarization; Q8VD66; inhibition, % at 8.92 µM; 370,000 tested, 0.54% active;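 active means inhibition exceeding the mean over every tested compound plus 3 SD, cut at about 30% in these data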;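 further: 0% = plate median of compound wells and 100% = S159A mutant with DMSO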
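Test system: mABHD4 protein; Read-out basis: % inhibition; Incubation: 45 min + 60 min at 25 °C; Repeats: single replicate; Technique: fluorescence polarization with parallel and perpendicular emission, 525/598 nm; Compound: 8.92 µM, single dose; Benchmarks: full inhibition S159A mutant plus DMSO, zero as sample-well median.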
SIAE inh = inhibitors of human sialic acid acetylesterase SIAE; inhibition, % at 9.66 µM; SIAE FP-Rh probe binding, fluorescence polarization; 370,000 tested, 0.69% active; Q9HAT2;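 active means inhibition above a cutoff: mean of compounds within the control limits plus 3 SD of those, cut at about 17% in these data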;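 further: 0% = plate median of compound wells and 100% = probe without SIAE protein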
NPR2 activator = GC-B (human) receptor activation; AID 1920062; 370,000 tested, 0.11% active; HEK293-GC-B cells, CNP EC30, cGMP TR-FRET; 0% at EC30 CNP, 100% saturating CNP; activation, % at 10 µM;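 active means activation at 10 µM reaching about 35% in either raw or pattern-adjusted values, limit read from the data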
Target sequence (P20594 whole entry, looked up): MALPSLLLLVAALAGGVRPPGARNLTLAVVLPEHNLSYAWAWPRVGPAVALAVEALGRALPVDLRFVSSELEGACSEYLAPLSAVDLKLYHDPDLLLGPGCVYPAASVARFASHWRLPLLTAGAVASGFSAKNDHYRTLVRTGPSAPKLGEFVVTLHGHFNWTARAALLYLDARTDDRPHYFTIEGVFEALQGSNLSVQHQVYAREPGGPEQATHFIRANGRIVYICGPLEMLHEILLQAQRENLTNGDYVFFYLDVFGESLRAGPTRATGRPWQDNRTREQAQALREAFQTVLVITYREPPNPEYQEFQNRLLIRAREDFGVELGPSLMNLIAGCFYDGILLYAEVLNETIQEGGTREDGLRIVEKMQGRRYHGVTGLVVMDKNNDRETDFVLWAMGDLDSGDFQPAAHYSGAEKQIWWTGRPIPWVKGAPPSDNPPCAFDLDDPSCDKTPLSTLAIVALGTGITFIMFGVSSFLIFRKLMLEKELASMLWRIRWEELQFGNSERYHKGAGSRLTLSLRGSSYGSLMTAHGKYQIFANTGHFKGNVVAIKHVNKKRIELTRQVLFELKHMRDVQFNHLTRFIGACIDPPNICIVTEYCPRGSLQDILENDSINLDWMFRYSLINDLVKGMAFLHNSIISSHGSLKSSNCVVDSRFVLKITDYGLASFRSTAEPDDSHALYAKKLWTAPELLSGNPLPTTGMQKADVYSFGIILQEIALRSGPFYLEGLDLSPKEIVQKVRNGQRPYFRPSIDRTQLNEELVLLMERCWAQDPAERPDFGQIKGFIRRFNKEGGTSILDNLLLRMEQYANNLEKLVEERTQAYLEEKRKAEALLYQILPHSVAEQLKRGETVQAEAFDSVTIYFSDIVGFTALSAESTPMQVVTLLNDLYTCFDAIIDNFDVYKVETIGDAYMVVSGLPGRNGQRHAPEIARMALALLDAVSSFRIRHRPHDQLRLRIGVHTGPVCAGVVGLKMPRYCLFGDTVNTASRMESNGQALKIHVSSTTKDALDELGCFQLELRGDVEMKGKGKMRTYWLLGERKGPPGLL
PRMT1 inh = PRMT1 (human) inhibition, primary screen; inhibition, % at 2.79 µM; AID 652257; 370,000 tested, 1.3% active; recombinant PRMT1, activity-based probe fluorescence polarization;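 active means inhibition above about 21% made by adding two undisclosed values, limit read from the data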
* = called active by the depositor; x = no result given.

SMILES | TDP2 absorb | MBD2 inh | rCAG binder | HTRA1 inhibitor | LEDGF integ inh | TCR CD3 inh | mABHD4 FP | SIAE inh | NPR2 activator | PRMT1 inh
O=C(Nc1ccc2c(c1)OCCO2)C1C(c2ccccc2)=Nc2ccccc2N1C(=O)c1cccnc1 (stereo not given) | 0 | -2 | 6 | x | 1 | -4 | -3 | -2 | -4 | 2
COc1ccc(Oc2nc3c(c(=O)n(C)c(=O)n3C)n2Cc2cccc(OC)c2)cc1 | -1 | 3 | -2 | -2 | 2 | -3 | 2 | 3 | -1 | 0
Cc1ccccc1N1CCN(Cc2cccc(C(=O)O)c2)CC1 | 6 | 2 | 4 | 11 | -2 | 2 | 3 | 8 | 1 | -1
O=C(CN1CCc2cc3c(cc2C1)OCCCO3)Nc1ccccc1 | 6 | -1 | -8 | 0 | -4 | 4 | -2 | -1 | 2 | -7
Cc1ccc(S(=O)(=O)N2CCOC2CNC(=O)C(=O)NCc2ccccn2)cc1 (stereo not given) | -17 | -1 | 3 | 3 | 4 | -12 | -6 | 1 | 0 | -2
CCC1NC(=O)c2cccnc2-n2c1nc1ccc(F)cc1c2=O (stereo not given) | 1 | 5 | 3 | 5 | -2 | -8 | -4 | -5 | -2 | 5
Cc1ccccc1Nc1n[nH]c(=S)s1 | 7 | 6 | 2 | 7 | -7 | 5 | -3 | 4 | 1 | 36*
Cn1c(/C(C#N)=C(\O)c2ccc(S(=O)(=O)N3CCCCC3)cc2)nc2ccccc21 | 11 | 2 | -3 | 1 | -3 | -1 | -2 | -3 | 7 | 1
COc1cc(C2SCC(=O)N2CCCN(C)C)cc(OC)c1OC (stereo not given) | -2 | -2 | -1 | -2 | 3 | -7 | 4 | -2 | -1 | 0
O=C(N/N=C/c1c[nH]c2ccc(Br)cc12)c1ccn(Cc2ccc(Cl)cc2Cl)n1 | 1 | 1 | 9 | -23 | 2 | 0 | 5 | -4 | -6 | 0
c1ccc([C@H]2CN3CCSC3=N2)cc1 | 0 | 0 | 3 | 1 | 0 | 3 | -5 | -2 | 2 | 1
COc1cccc(-c2ocnc2C(=O)Nc2ccc(N3CCOCC3)cc2N2CCOCC2)c1 | -5 | 1 | 2 | -2 | 0 | -2 | 2 | 4 | 1 | 3
CCN(CC(=O)NCc1ccc(Cl)cc1)C(=O)Cc1ccc(OC)cc1 | 8 | -3 | 1 | 3 | 0 | 7 | 0 | 2 | -1 | 0
CC(C)(CC(=O)O)CC(=O)NNc1ncccc1C#N | -4 | 4 | -1 | 1 | 1 | -2 | -3 | 2 | 0 | 6
CC(=O)Nc1ccc2c(c1)C(=O)c1cccc(C(=O)O)c1-2 | -1 | -12 | 1 | 2 | 0 | 7 | 4 | -3 | 2 | 2
CC(OC(=O)c1ccc2noc(-c3ccccc3)c2c1)C(N)=O (stereo not given) | 13 | -1 | 6 | 2 | 1 | 4 | -1 | -7 | -1 | -1
Cc1ccccc1N1C(S)=C(C#N)C(=O)NC1c1cccs1 (stereo not given) | -1 | 8 | 4 | -3 | -2 | -2 | -7 | -3 | 5 | 12
CCC1CN(C(=O)N2CCC(C(=O)NCc3ccccc3C)CC2)c2ccccc2O1 (stereo not given) | 4 | -4 | -4 | 0 | -1 | 9 | 4 | -6 | 0 | -2
Cc1ccc(NC(=O)Nc2ccc([N+](=O)[O-])cc2)nc1 | 2 | -4 | 0 | -1 | 1 | 1 | 2 | -18 | 0 | 3
CCn1c(SCc2ccc(C(=O)OC)o2)nc2sc3c(c2c1=O)CCCC3 | 11 | 4 | 8 | -11 | 2 | -7 | 7 | 9 | 6 | 8
COc1cccc(C2c3c(-c4cc(Cl)c(C)cc4O)n[nH]c3C(=O)N2Cc2cccnc2)c1 (stereo not given) | 4 | 0 | 21 | 20 | 1 | 5 | 5 | 5 | -37 | -3
Cc1ccccc1-c1nn(-c2ccccc2)cc1C(=O)NCC(c1ccco1)N1CCCC1 (stereo not given) | -11 | 9 | 6 | -18 | 1 | -8 | -5 | -1 | 0 | 5
COC(=O)C1CCCN(C(=O)C2CCN(S(=O)(=O)c3ccccc3[N+](=O)[O-])CC2)C1 (stereo not given) | 9 | 1 | 5 | x | 1 | x | 2 | -7 | -1 | 0
Cc1nc2ccc(NS(=O)(=O)c3cccc([N+](=O)[O-])c3)cc2s1 | 4 | 1 | 10 | 1 | 1 | 0 | 6 | 5 | 2 | -1

Exported as tab-separated lines: part of the list above.
structure	TDP2 absorb	MBD2 inh	rCAG binder	HTRA1 inhibitor	LEDGF integ inh	TCR CD3 inh	mABHD4 FP	SIAE inh	NPR2 activator	PRMT1 inh
COc1cccc(C2c3c(-c4cc(Cl)c(C)cc4O)n[nH]c3C(=O)N2Cc2cccnc2)c1 (stereo not given)	4	0	21	20	1	5	5	5	-37	-3
CCC1CN(C(=O)N2CCC(C(=O)NCc3ccccc3C)CC2)c2ccccc2O1 (stereo not given)	4	-4	-4	0	-1	9	4	-6	0	-2
Cc1ccccc1-c1nn(-c2ccccc2)cc1C(=O)NCC(c1ccco1)N1CCCC1 (stereo not given)	-11	9	6	-18	1	-8	-5	-1	0	5
CC(C)(CC(=O)O)CC(=O)NNc1ncccc1C#N	-4	4	-1	1	1	-2	-3	2	0	6

More results follow.
SMILES | TDP2 absorb | MBD2 inh | rCAG binder | HTRA1 inhibitor | LEDGF integ inh | TCR CD3 inh | mABHD4 FP | SIAE inh | NPR2 activator | PRMT1 inh
CCN1/C(=C/c2cccc[n+]2C)Sc2ccc(OC)cc21 | 1 | -12 | 1 | 7 | 7 | -2 | -1 | -1 | -3 | 10
CC(=O)Nc1ccc(SC[C@H](c2ccccc2)N2CCN(CCc3ccccc3)CCC2=O)cc1 | -6 | 3 | -7 | x | -3 | 6 | 4 | 3 | 3 | 17
CC(C)C[C@H](NC(=O)c1nc[nH]c1C(=O)N[C@@H](CC(C)C)C(=O)OC(C)(C)C)C(=O)OC(C)(C)C | -12 | 0 | -4 | -8 | 2 | 3 | -10 | -18 | 8 | 1
O=C(Nc1nccs1)C(c1ccccc1)N1CCCCC1 (stereo not given) | 3 | 0 | -1 | 4 | 1 | 2 | 3 | 0 | 4 | -5
Fc1cccc(CSc2nc3ncccc3[nH]2)c1 | -3 | -2 | 1 | 4 | 5 | 9 | -5 | 1 | 8 | 4
C=CCSC(=S)Nc1c(C)n(C)n(-c2ccccc2)c1=O | -12 | -4 | -2 | -1 | -6 | -4 | 2 | 5 | 3 | 5
O=C(/C=C/Nc1ccc(Br)cn1)c1cccc(OC(F)F)c1 | -8 | -4 | 4 | -29 | -2 | -10 | -7 | -3 | -6 | 3
COc1ccc(C(=O)/C=C2\C(=O)Nc3ccc(Br)cc32)cc1 | 0 | 1 | 18 | -49 | 0 | -3 | 12 | 6 | -14 | 11
CCC(=O)NC(=S)Nc1ccc(NC(=O)c2ccc(OC)cc2)cc1 | -4 | -6 | 2 | -3 | -4 | 3 | 0 | -12 | 10 | 0
O=C(Cn1cnc([N+](=O)[O-])c1)c1ccc(Cl)cc1 | -3 | 2 | 2 | 2 | -1 | 3 | -1 | -3 | -6 | -4
CCN(CC)C(=O)CN1C(=O)COCC1=O | 0 | -5 | 1 | 5 | 0 | 5 | -10 | 0 | -5 | -4
O=C(O)CCc1nc2cc(C(F)(F)F)ccc2n(Cc2ccccc2)c1=O | 3 | -2 | 8 | 9 | 2 | -1 | -2 | -6 | 20 | -1
CCCCN1CCCCC1(C)C(=O)NCc1cccc(OC)c1 (stereo not given) | 9 | 3 | -4 | x | -3 | -5 | 9 | 0 | -5 | -2
Cc1cc(C)c(S(=O)(=O)N2CCN(c3ccc([N+](=O)[O-])c(NCC4CCCO4)c3)CC2)c(C)c1 (stereo not given) | -3 | -2 | 1 | 6 | -1 | 2 | 2 | 1 | -2 | -1
O=C(CSCc1ccccc1Br)N/N=C/c1ccccc1C(=O)O | 3 | 7 | 3 | -10 | -3 | -3 | -1 | -1 | 1 | 2
O=C(NCC(O)c1ccc([N+](=O)[O-])cc1)c1cccc(S(=O)(=O)N2CCCC2)c1 (stereo not given) | -13 | 0 | 7 | 1 | -2 | 7 | 3 | 1 | 5 | 0
Cc1ccc(NC(=O)c2ccc(=O)[nH]c2)cc1S(=O)(=O)N1CCCCCC1 | 7 | -5 | 2 | -10 | 3 | 7 | -15 | -10 | -2 | -7
CCOc1ccc(-c2cnc(SCC(N)=O)nc2N)cc1 | -4 | -5 | -1 | 3 | -1 | 7 | 5 | -3 | 0 | 1
CCOC(=O)c1cc(-c2ccccc2)n(CCC(=O)O)c1C | 9 | -3 | 3 | 5 | 2 | 4 | -2 | -1 | -9 | -3
CC(C)NC(=O)COc1ccc(OCc2ccccc2)cc1 | 0 | 2 | -7 | -7 | -2 | -4 | 7 | 3 | -1 | 4
CC(C)n1c(=S)[nH]c2ccccc21 | 5 | -3 | -1 | 7 | -2 | 4 | 5 | 7 | 0 | 3
CNc1[nH]c(=O)[nH]c(=O)c1N=Nc1cc(Cl)ccc1Cl | -13 | -1 | 1 | x | 5 | -2 | -7 | -6 | 1 | 5
CCc1ccc2c(c1)C1(C(=O)N2)N2CCCC2C(C(=O)c2ccc3ccccc3c2)C12C(=O)Nc1ccccc12 (stereo not given) | 0 | 3 | 8 | -56 | -1 | -3 | 2 | -10 | -9 | -2
COc1cccc(NC(=O)N(CCN(C)C)C(C)c2cccnc2)c1 (stereo not given) | 3 | -3 | 2 | 1 | -2 | 6 | 3 | 5 | -1 | 1
O=C(c1n[nH]c2ccccc12)N1CCOCC1 | -15 | -2 | -1 | 3 | 1 | 0 | 5 | 0 | 4 | -4
Cc1c(-c2ccccc2)nc(N)c(C#N)c1-c1ccco1 | -1 | -7 | 3 | -1 | 5 | 4 | -5 | 2 | -3 | -2
O=C(CSc1n[nH]c(-c2ccccc2)n1)N1CCOCC1 | 4 | 0 | 0 | -1 | -1 | 4 | -2 | 1 | -4 | -5
Cc1c(N(C)S(=O)(=O)c2cccc(C(=O)NCC3CCCO3)c2)c(=O)n(-c2ccccc2)n1C (stereo not given) | -14 | 2 | -4 | -2 | -6 | -2 | 1 | 0 | 2 | 0
CN(C)C(=O)COC(=O)c1cccnc1Nc1ccccc1F | 5 | -4 | -2 | 3 | 2 | 2 | -3 | -4 | 6 | 3
CCOC(=O)C1=C(C)N(C)C(C)=C(C(=O)OCC)C1c1ccsc1 | 2 | -3 | -7 | -4 | 0 | -1 | -7 | 7 | -7 | -6
COc1ccc(CCn2cnn3c(=O)c4ccccc4nc3c2=O)cc1OC | 0 | 6 | 1 | x | 0 | 0 | -5 | 1 | -2 | -4
CCOC(=O)c1nc(N)c(C(=O)OCC)[nH]1 | 14 | 4 | -1 | -6 | 0 | 5 | 1 | 2 | 6 | -1
COc1ccc(CSCC(=O)NCCC(C)C)cc1 | 1 | -4 | -2 | 8 | 1 | 1 | 1 | -2 | 0 | 1

Screens deposited in PubChem by several laboratories.

Only part of the results is shown, so the mix of outcomes need not match the whole.
